# Screening results (PubChem)
# ERp5 inh: blocks human ERp5 reductase activity on insulin. Q15084. ERp5 insulin aggregation, absorbance 650 nm, 90 min. inhibition, % at 9.99 µM. 350,000 tested, 0.05% active. AID 651711;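 active means mean replicate inhibition above about 25%, with every replicate also reaching it, limit read from the data, passing the limit was not always enough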
# Target sequence (Q15084 whole entry, looked up): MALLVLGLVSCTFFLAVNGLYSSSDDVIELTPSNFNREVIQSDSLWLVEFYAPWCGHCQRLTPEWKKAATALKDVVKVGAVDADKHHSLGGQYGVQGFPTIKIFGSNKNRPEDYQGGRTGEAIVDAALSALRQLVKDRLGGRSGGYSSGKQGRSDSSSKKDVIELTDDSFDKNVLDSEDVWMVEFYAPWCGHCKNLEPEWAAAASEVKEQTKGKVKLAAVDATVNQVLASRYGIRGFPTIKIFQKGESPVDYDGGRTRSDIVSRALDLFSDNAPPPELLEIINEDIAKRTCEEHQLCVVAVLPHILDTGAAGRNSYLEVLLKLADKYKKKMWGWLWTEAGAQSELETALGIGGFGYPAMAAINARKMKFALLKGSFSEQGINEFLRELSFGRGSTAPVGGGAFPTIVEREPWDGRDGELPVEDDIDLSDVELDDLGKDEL
# * hit, by the source's call. Only part of the results is shown. The share of hits here may be higher or lower than overall.
SMILES,ERp5 inh
Cn1c(=O)c(C(=O)COC(=O)c2cc(C(F)(F)F)nc3ccccc23)c(N)n(Cc2ccccc2)c1=O,-8.6
CN(C)C(=O)c1cccc(-c2ccccc2[C@H]2[C@@H](CO)N(C(=O)C3CCC3)[C@H]2C#N)c1,-1.2
COC(=O)C[C@H]1CC[C@@H](NS(=O)(=O)c2ccccc2)[C@@H](CO)O1,-1.0
Cc1cc(C)cc(NC(=S)NCCc2ccc(S(N)(=O)=O)cc2)c1,5.9
COc1ccccc1CNC(=O)c1cccc(-c2ccc(C)c3ccccc23)n1,-3.0
O=C(NCc1cccnc1)OC1CC2CC1[C@H]1CCCCN1C2=O (stereo partly drawn),0.6
C[C@@H]1CCCCO[C@H](CN(C)Cc2ccc(Cl)c(Cl)c2)[C@@H](C)CN([C@H](C)CO)C(=O)c2cc(NC(=O)CCCCCC(=O)Nc3ccccc3N)ccc2O1,-6.3
CCCCNC(=O)C1C(c2ccc(C(F)(F)F)cc2)=Nc2ccccc2N1C(=O)c1cccc(C(F)(F)F)c1 (stereo not drawn),1.9
O=C(O)c1ccccc1-c1ccccc1C(=O)Nc1ccc2c(c1)C(O)c1ccccc1-2 (stereo not drawn),1.5
O=C(Nc1ccc(Cl)cc1)OCC12COCN1COC2,-1.5
COC(=O)[C@]12C[C@H](CC(=O)NCc3ccc(OC)c(OC)c3)C(=O)N(Cc3ccccc3)C1=C[C@H](C(C)C)O[C@@H]2C1CC1,-1.6
C[C@H](CO)N1C[C@H](C)[C@@H](CN(C)Cc2ccc(Cl)c(Cl)c2)Oc2c(NC(=O)Nc3cccc4ccccc34)cccc2C1=O,4.9
CCC/C=C(\CCC)C(NC(=O)c1ccc(C(=O)OC)cc1)c1ccc(C(=O)OC)cc1 (stereo not drawn),7.2
O=C(Nc1ccccc1C(=O)NCC1CC1)c1cccs1,1.8
COc1ccc2c3c([nH]c2c1)[C@H](CO)N(CC1CC1)CC31CN(C(=O)C2CCOCC2)C1,-3.4
N#C[C@H]1[C@H](c2ccccc2-c2cccc(F)c2)[C@@H](CO)N1C(=O)C1CCCCC1,2.3
COc1ccc(C)cc1N(CC(=O)N/N=C/c1ccccc1C(=O)O)S(=O)(=O)c1ccccc1,0.9
C[C@H]1CN([C@@H](C)CO)C(=O)c2cc(NC(=O)Cc3ccccc3)ccc2O[C@@H]1CN(C)CC1CC1,1.9
O=C(C(=O)N1CCC(CNS(=O)(=O)c2ccc(OC(F)(F)F)cc2)CC1)c1cc2ccccc2o1,-5.2
C[C@H](CO)N1C[C@H](C)[C@H](CN(C)C(=O)Nc2cccc3ccccc23)Oc2ccc(NC(=O)CCCN(C)C)cc2C1=O,-1.0
O=C(C(=O)N1CCC(CNC(=O)c2ccccc2F)CC1)c1cc2ccccc2o1,-4.8
O=C(/C=C(\Nc1ccccc1)c1ccccc1)c1ccccc1,0.2
CCOC(=O)C(C#N)C(=N)C1C(=O)OC2CCCCC21 (stereo not drawn),2.4
CCCCc1c(-c2ccccc2OC)ncn1CCc1ccccc1Cl,0.3
C=CCCC1CN(Cc2ccc(OC)cc2)S(=O)(=O)c2c(cccc2N(C)S(=O)(=O)c2ccc(C)cc2)O1 (stereo not drawn),-0.6
# Further compounds
SMILES,ERp5 inh
COC(=O)[C@]1(Cc2ccccc2)NC=C(C(=O)c2ccc(F)cc2)[C@@H]1c1ccccc1,6.1
N#Cc1cccc(-c2ccc(C3[C@H]4CNC[C@@H]3N4C(=O)Nc3cccc(F)c3)cc2)c1 (stereo partly drawn),1.4
COc1cc2ccc(CC(=O)O)cc2cc1OC,5.4
COc1ccc(S(=O)(=O)N(C)C[C@H]2Oc3ccc(NC(=O)CCCCCC(=O)Nc4ccccc4N)cc3C(=O)N([C@@H](C)CO)C[C@H]2C)cc1,13.0
COc1ccc2c3c([nH]c2c1)[C@H](CO)N(C(=O)CN(C)C)CC31CN(C(=O)c2ccncc2)C1,3.0
CC(C)C[C@@H](COCc1cccc(Cl)c1)N1CCN(C(=O)c2cccc(C(F)(F)F)c2)CCC1=O,-0.7
CC(C)=CCC/C(C)=C/CN1C(=O)N(c2ccc(F)cc2)[C@H]2C[C@@H](c3ccccc3)[C@@H](C)[C@@H](C(=O)N3CCOCC3)C[C@H]21,5.8
Cc1ccc2cc(F)ccc2n1,-2.4
CCOC(=O)[C@]12CCC=C1N(Cc1cccc3ccccc13)C(=O)[C@H](CC(=O)NCc1ccc(OC)c(OC)c1)C2,0.2
CC1(c2nnnn2-c2ccc3c(c2)OCCO3)CCC(=O)N1CC(F)(F)F (stereo not drawn),4.8
CCOC(=O)N1CCN(C(=O)C[C@@H]2C[C@@]3(C(=O)OCC)CCC=C3N(Cc3cccc4ccccc34)C2=O)CC1,-0.7
Cc1ccc(S(=O)(=O)N2C[C@@]3(O)Cn4c(=O)ccc(=O)n4C[C@@]3(OC(=O)NCc3ccccc3F)C2)cc1,6.6
CCCn1c(C)c(CC(=O)Nc2ccc(N(C)c3ccccn3)cc2)c2ccccc21,6.8
CCCCCCCCN1C(=O)[C@H](CC(=O)NCCCOC)C[C@@]2(C(=O)OCC)CCCC=C12,-2.4
CC(C)C[C@H]1CN(CCCC[C@H]2CNC(=O)C(=O)N2CCc2ccccc2)C(=O)C(=O)N1CCc1ccccc1,1.7
CCc1cc2c(nc1CC)CCCN2Cc1ccccc1C(F)(F)F,-1.1
C[C@H]1[C@@H]2C[C@@]3(O[C@H](c4ccc(C(F)(F)F)cc4)N=C3C[C@@H]1c1ccccc1)N(Cc1ccncc1)C2=O,0.4
CC(C)(C)C(=O)c1c(N)[nH]c(C(=O)c2ccccc2)c1-c1cc2ccccc2nc1Cl,2.9
CCCN(CCC)Cc1cc(=O)oc2ccccc12,0.9
Cc1ccc(S(=O)(=O)CC(c2ccccc2)N2CCCCC2)cc1 (stereo not drawn),-2.9
CC(C)c1[nH]nc2c1C(c1cccc(C(F)(F)F)c1)NC2=O (stereo not drawn),-4.4
COc1ccc([C@H]2CC(=O)C[C@@H](CCn3cc(CC4CCCC4)nn3)O2)cc1,-2.1
CCCCCc1c(-c2ccc(Cl)cc2)ncn1CCc1ccccc1OC,-4.1
O=C1NC[C@H](CCCCN2CCN(CCC3CCCCC3)C(=O)C2=O)N(CCc2ccc(O)cc2)C1=O,-4.7
COc1ccc2c3c(n(C)c2c1)[C@H](CO)N(C)CC31CN(C(=O)NC(C)C)C1,-4.0

# Next part; the last 4 above are carried over.
SMILES,ERp5 inh
COc1ccc([C@H]2CC(=O)C[C@@H](CCn3cc(CC4CCCC4)nn3)O2)cc1,-2.1
CCCCCc1c(-c2ccc(Cl)cc2)ncn1CCc1ccccc1OC,-4.1
O=C1NC[C@H](CCCCN2CCN(CCC3CCCCC3)C(=O)C2=O)N(CCc2ccc(O)cc2)C1=O,-4.7
COc1ccc2c3c(n(C)c2c1)[C@H](CO)N(C)CC31CN(C(=O)NC(C)C)C1,-4.0
CCOc1ncccc1C(=O)OCC(=O)NC(=O)NC(C)C,-0.3
Cc1nnsc1-c1nc2ccccc2n1C(CCc1ccccc1)c1nc2ccccc2[nH]1 (stereo not drawn),2.9
COc1ccc2c3c([nH]c2c1)[C@@H](CO)N(C(=O)NC1CCCC1)CC31CN(S(C)(=O)=O)C1,4.6
COc1ccc(C(C#N)=Cc2cc(OC)c(OC)c(OC)c2)cc1,-0.1
O=C(Cc1c[nH]c2ccccc12)Nc1ccc(Nc2cccnc2)c(-c2ccc(OC(F)(F)F)cc2)c1,-2.2
O=C(C(=O)N1CCC(Cc2ccccc2)CC1)c1ccccc1Br,1.0
C[C@@H]1CN([C@H](C)CO)C(=O)c2cc(NC(=O)CCCCCC(=O)Nc3ccccc3N)ccc2O[C@H]1CN(C)C(=O)Nc1ccc(C(F)(F)F)cc1,0.2
O=C(Nc1ccn(CCOC(=O)c2ccccc2)c(=O)n1)c1ccccc1,0.4
O=C(NC1CCCCC1)C(C1CC1)n1c(=O)c(-c2cc3ccccc3[nH]2)nc2ccccc21 (stereo not drawn),-5.2
C[C@@H]1CN([C@H](C)CO)C(=O)Cc2cc(NC(=O)CCN3CCOCC3)ccc2O[C@H]1CN(C)Cc1ccc(C(=O)Nc2ccccc2N)cc1,6.9
CCCCc1c(-c2ccccc2OC)ncn1Cc1ccc(OC)cc1,-1.4
O=C1CN(S(=O)(=O)c2cccc(F)c2)C[C@H]2[C@H](c3ccc(C4=CCCC4)cc3)[C@@H](CO)N12,4.9
O=C(NCc1ccccc1)[C@H]1CCCN1C(=O)[C@H]1CCCN1C(=O)c1ccccc1C(F)(F)F,-1.9
Cc1noc(C)c1NC(=O)N(C)C[C@@H]1Oc2ccc(NC(=O)CCCCCC(=O)Nc3ccccc3N)cc2C(=O)N([C@@H](C)CO)C[C@H]1C,-5.3
COC(=O)[C@]12C[C@H](CC(=O)NCc3ccc(OC)c(OC)c3)C(=O)N(Cc3ccc4c(c3)OCO4)C1=C[C@H](COCc1ccccc1)O[C@@H]2C,-2.8
COC(=O)[C@]12C[C@H](CC(=O)NCc3cccs3)C(=O)N(Cc3ccccc3)C1=C[C@H](C(C)C)O[C@@H]2C1CC1,2.6
CC1NC(=O)c2ccccc2-n2c1nc1cc(F)ccc1c2=O (stereo not drawn),1.8
COC(=O)[C@@]1(Cc2ccc(F)cc2)[C@H]2c3cc(C(=O)N4CCCC4)n(CCc4ccccn4)c3C[C@H]2CN1C(=O)c1ccccc1,0.5
CCCCN1C(=O)C(=O)NC[C@H]1Cc1cccc2ccccc12,-2.2
CCCCN1C(=O)C(CC(=O)NCc2cccs2)CC(C(=O)N2CCCCCC2)=C1C (stereo not drawn),-8.1
COc1ccc2c3c(n(C)c2c1)[C@H](CO)NCC31CN(Cc2cc(-c3ccccc3)on2)C1,-2.0
O=NN(CCF)C(=O)NC1CCS(=O)(=O)CC1,-1.9
COC(=O)C1=C(C)N(Cc2ccccc2C(F)(F)F)C(=NCc2cccc(C(F)(F)F)c2)NC1CCc1ccccc1 (stereo not drawn),4.4
C=CC(=O)NC1CCCCN(C)C1=O (stereo not drawn),3.8
CO[C@H]1CN(C)C(=O)c2ccc(NC(=O)CC(F)(F)F)cc2OC[C@@H](C)N(C(C)=O)C[C@@H]1C,2.1

# Compounds shown so far with a thiophene ring, fused or not (three):
SMILES,ERp5 inh
O=C(Nc1ccccc1C(=O)NCC1CC1)c1cccs1,1.8
COC(=O)[C@]12C[C@H](CC(=O)NCc3cccs3)C(=O)N(Cc3ccccc3)C1=C[C@H](C(C)C)O[C@@H]2C1CC1,2.6
CCCCN1C(=O)C(CC(=O)NCc2cccs2)CC(C(=O)N2CCCCCC2)=C1C (stereo not drawn),-8.1

# (cont.)
SMILES,ERp5 inh
Cc1noc(C)c1S(=O)(=O)N(C)C[C@@H]1Oc2ccc(NC(=O)CCN3CCOCC3)cc2CC(=O)N([C@@H](C)CO)C[C@@H]1C,10.0
Cc1c(C2(O)CCCCC2)[nH]c2ccccc12,6.5
CC1(c2nnnn2-c2ccc3c(c2)OCCO3)CCC(=O)N1C1CC1 (stereo not drawn),-0.3
COc1ccc2c3c(n(C)c2c1)[C@H](CO)N(C(=O)Cc1ccccn1)CC31CCN(CC2CC2)CC1,-3.5
O=C(NC1CC1)c1ccc2c(c1)S(=O)(=O)c1cc(Cl)ccc1C2=O,1.6
C[C@@H]1CN([C@H](C)CO)C(=O)c2cccc(NS(=O)(=O)c3ccccc3)c2O[C@H]1CN(C)Cc1ccc(C(=O)Nc2ccccc2N)cc1,7.6
CCC(=O)N1CC2(C1)CN(S(C)(=O)=O)[C@@H](CO)c1[nH]c3cc(OC)ccc3c12,-0.4
COc1ccc2c3c([nH]c2c1)[C@@H](CO)N(C(=O)c1cccnc1)CC31CN(Cc2cccnc2)C1,1.8
N#C[C@@H]1[C@H](c2ccc(C#CC3CCCC3)cc2)[C@@H](CO)N1C(=O)c1cccc(F)c1,4.7
Fc1cccc(Cl)c1C1SCc2nc3ccccc3n21 (stereo not drawn),-9.0
CC(C)(O)C1=C[N+](=O)CC=C1,8.6
Cc1cccc(C)c1-n1nnnc1C1(C)CCC(=O)N1CC1CCCCC1 (stereo not drawn),1.9
O=c1oc(=S)oc2c1[C@H](c1ccc(Cl)cc1)O[C@H](C1CC1)C2,5.9
O=c1c(-c2ccco2)nc2ccccc2n1C(c1ccccn1)c1nc2ccccc2[nH]1 (stereo not drawn),4.5
COc1ccc(CN2CC3(CN(C(=O)Cc4ccncc4)C3)c3c([nH]c4cc(OC)ccc34)[C@@H]2CO)cc1,-5.0
CCCCNc1c(-c2cc3ccccc3o2)nc2nc(C)cc(C)n12,3.2
O=S1(=O)CC(c2ccccc2)=NN=C(c2ccccc2)C1,13.1
COc1ccc2c3c([nH]c2c1)[C@H](CO)N(C)CC31CCN(C(=O)c2ccccn2)CC1,1.9
Cc1cccc(C)c1NC(=O)C1c2ccccc2OCC(=O)N1CCc1ccccc1 (stereo not drawn),1.8
CCC(=O)N1CC2(CN[C@@H](CO)c3c2c2ccc(OC)cc2n3C)C1,5.5
COc1ccc2c3c(n(C)c2c1)[C@@H](CO)N(Cc1cccc(Cl)c1)CC31CN(C(C)=O)C1,-8.2
COc1ccc2c3c([nH]c2c1)[C@H](CO)N(S(C)(=O)=O)CC31CCN(CC2CCCCC2)CC1,-13.8
Cc1c(COC(=O)NC(C)C)c(COC(=O)NC(C)C)c2n1CS(=O)(=O)C2,-0.1
C/C=C/c1ccc([C@H]2[C@@H](CO)N(CCC(F)(F)F)C23CN(C(C)=O)C3)cc1,-1.4

# Looked up one by one from the entries so far (five):
SMILES,ERp5 inh
C[C@@H]1CN([C@H](C)CO)C(=O)c2cccc(NS(=O)(=O)c3ccccc3)c2O[C@H]1CN(C)Cc1ccc(C(=O)Nc2ccccc2N)cc1,7.6
N#C[C@@H]1[C@H](c2ccc(C#CC3CCCC3)cc2)[C@@H](CO)N1C(=O)c1cccc(F)c1,4.7
O=S1(=O)CC(c2ccccc2)=NN=C(c2ccccc2)C1,13.1
COc1ccc2c3c([nH]c2c1)[C@@H](CO)N(C(=O)c1cccnc1)CC31CN(Cc2cccnc2)C1,1.8
CC1(c2nnnn2-c2ccc3c(c2)OCCO3)CCC(=O)N1C1CC1 (stereo not drawn),-0.3
